# TRHR agonist – agonists of human TRH receptor. P34981. TRHR cells, calcium flux fluo-8, FDSS agonist mode. activation, % at 2 µM. 360,000 tested, 0.18% active. AID 493084; in the data active means activation above about 30%; further: 0% is about no effect
# Target sequence (P34981 whole entry, looked up): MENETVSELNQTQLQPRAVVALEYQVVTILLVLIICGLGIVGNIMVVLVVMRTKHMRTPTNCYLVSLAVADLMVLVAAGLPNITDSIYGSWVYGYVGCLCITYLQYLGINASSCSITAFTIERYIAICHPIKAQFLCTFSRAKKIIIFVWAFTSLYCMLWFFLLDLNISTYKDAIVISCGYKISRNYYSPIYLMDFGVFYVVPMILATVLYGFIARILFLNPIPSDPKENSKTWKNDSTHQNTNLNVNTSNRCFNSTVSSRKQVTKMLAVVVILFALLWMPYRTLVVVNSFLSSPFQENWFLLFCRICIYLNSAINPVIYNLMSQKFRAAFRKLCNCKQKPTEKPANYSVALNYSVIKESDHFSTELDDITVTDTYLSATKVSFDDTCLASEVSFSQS
#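 TRHR-expressing cells, plated overnight in medium with 10% serum, were loaded with fluo-8 calcium dye at room temperature. After a 10 s baseline, library compound was pin-added and calcium release was recorded kinetically (ex 480/em 530) as agonist response.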
# BLM helicase inh – blocks DNA unwinding by human BLM helicase. P54132. recombinant BLM DNA unwinding, fluorescence dequenching. Potency, µM (doses to about 56.1 µM), without a hit: top-dose activity change, negative = inhibition, actives largely listed as inhibitors. 350,000 tested, 0.2% active. AID 2528;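 further: potency means the concentration at half of the fitted maximal effect; plate controls were vehicle for no effect and no enzyme for full effect; nearly all actives have a fitted effect of over 35% in size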
# Anesthetic bind – candidate novel general anesthetic via apoferritin binding; P02791; apoferritin/1-aminoanthracene competitive binding, fluorescence; Potency, µM (highest dose often 77.5 µM), for the others: top-dose activity change, negative = displacement, hits mostly inhibitors; 350,000 tested, 0.074% active; AID 485281; further: potency means the concentration at half of the fitted maximal effect; on the % scale 0 is the no-effect control and ±100 the full control effect; nearly all actives have a fitted effect of over 20% in size
# Target sequence (P02791 2-175 limits assumed): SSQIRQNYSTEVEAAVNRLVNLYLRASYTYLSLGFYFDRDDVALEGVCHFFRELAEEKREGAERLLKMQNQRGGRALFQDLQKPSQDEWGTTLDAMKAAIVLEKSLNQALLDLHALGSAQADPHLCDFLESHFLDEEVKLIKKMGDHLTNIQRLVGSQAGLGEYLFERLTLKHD
#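 Apoferritin-based anesthetic binding model; compound displacement of fluorescent 1-AMA measured as endpoint fluorescence after 10 minutes at room temperature, scaled to free-ligand and complex controls.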
# Pol kappa inh – DNA polymerase kappa (human) inhibition. Q9UBT6. purified Pol kappa, fluorescent DNA synthesis assay, 10 min. Potency, µM (doses to about 107 µM), for the others: at the top dose activity, negative = inhibition, most hits filed as inhibitors. 400,000 tested, 0.53% active. AID 588579; further: potency means the concentration at half of the fitted maximal effect; on the % scale 0 is the no-effect control and ±100 the full control effect
#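 50 nM final substrate added after 15 min RT preincubation of 10 nM Pol kappa with compound; fluorescence read at 0 and 10 min.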
# ALOX12 inh – inhibitors of human 12S-lipoxygenase ALOX12 | P18054 | AID 1671190 | 580,000 tested, 1.1% active | purified 12hLO, xylenol orange hydroperoxide absorbance | Potency, µM (series often up to 108 µM), for inactives: at the top dose activity change, negative = inhibition, most hits filed as inhibitors; further: potency means the concentration at half of the fitted maximal effect; on the % scale 0 is the no-effect control and ±100 the full control effect
#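 Purified human 12hLO (150 nM final) in 25 mM Hepes, 0.01% Triton X-100, pH 7.0 was preincubated 15 min at room temperature with compound. Then 40 uM arachidonic acid was added, 30 min. Hydroperoxide was read by Fe-XO absorbance ratio 573/405 nm.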
# Pol beta inh – blocks human DNA polymerase beta activity. P06746. Pol beta primer extension/strand displacement, fluorescence kinetic. Potency, µM (top dose mostly 114 µM), for inactives: at the highest dose activity change, negative = inhibition, usual class: inhibitors. 340,000 tested, 1.3% active. AID 485314; further: potency means the concentration at half of the fitted maximal effect; on the % scale 0 is the no-effect control and ±100 the full control effect
#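 Reaction started by 50 nM substrate onto compound-treated Pol beta (10 nM, 15 min preincubation, room temperature); plates read at 0 min and 10 min. Normalized concentration-effect data fitted by four-parameter Hill equation.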
# ERG Ets-DNA blk – inhibitors of human ERG Ets domain-DNA interaction; P11308; fluorescence polarization, His-ERG Ets domain / labelled DNA; Potency, µM (highest dose often 76.9 µM), for inactives: top-dose FP activity, negative = inhibition, hits mostly inhibitors; 370,000 tested, 0.028% active; active means well fitted inhibition curve with a large enough effect in the polarisation, with a control signal flat; inconclusive means small, poorly fitted or top-dose-only effect, or effect the other way, or a change in a side signal; inactive means no such curve, though single readings can be large or run the other way; the % refers to the polarisation;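 further: polarization taken with two DNA probes labelled with fluorescein and Texas red; potency means the concentration at half of the fitted maximal effect; % of control where 0% means no effect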
#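 His-tagged ERG Ets domain (1 uM in the protein solution; 300mM KCl, 50mM Tris-HCl, 1mM EDTA, 1mM DTT, pH 7.5) received compound, then a probe mix of 5 nM fluorescein-DNA and 100nM Texas-615-DNA. Fluorescence polarization was read for both dyes.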
# POLI inh – blocks human DNA polymerase iota activity | Pol iota fluorescent replication assay, 10 min | Potency, µM (series often up to 115 µM), without a hit: top-dose activity, negative = inhibition, actives largely listed as inhibitors | 390,000 tested, 1% active; further: potency means the concentration at half of the fitted maximal effect
#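 Fluorescent replication assay read twice, at 0 min and 10 min after adding 50 nM (final) substrate. Enzyme (10 nM) and compounds were first incubated 15 min at room temperature; enzyme-free buffer wells were negative controls.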
# APEX1 inh – inhibitors of human APE1 endonuclease | P27695 | Potency, µM (series often up to 65.8 µM), for inactives: at the top dose activity change, negative = inhibition, hits mostly inhibitors | recombinant APE1, TAMRA/BHQ-2 abasic DNA cleavage fluorescence | AID 2517 | 350,000 tested, 0.35% active;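 further: potency means the concentration at half of the fitted maximal effect; plate controls were vehicle for no effect and reference inhibitor for full effect; nearly all actives have a fitted effect of over 55% in size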
# Target sequence (P27695 whole entry, looked up): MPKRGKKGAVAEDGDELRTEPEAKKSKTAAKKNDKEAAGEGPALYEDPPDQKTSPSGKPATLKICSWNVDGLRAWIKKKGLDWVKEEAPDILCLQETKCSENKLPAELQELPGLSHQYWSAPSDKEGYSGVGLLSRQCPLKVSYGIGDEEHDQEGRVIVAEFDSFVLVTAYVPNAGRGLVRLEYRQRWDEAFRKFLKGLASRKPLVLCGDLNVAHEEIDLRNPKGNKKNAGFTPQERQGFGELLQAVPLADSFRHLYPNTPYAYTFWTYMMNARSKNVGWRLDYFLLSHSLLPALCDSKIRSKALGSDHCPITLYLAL
#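 APE1 at 0.75 nM preincubated 15 min at room temperature with compound. Reaction then started with 50 nM double-stranded THF-abasic substrate labelled with TAMRA/BHQ-2, and 525/598 nm fluorescence read kinetically. Activity taken as third-minus-first read difference, normalized to DMSO and NSC13755 controls.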
# Numbers without * were called inactive; u = inconclusive; x = no result given; [ ] = remark or other dose. Unless noted, the call rests on the fitted dose curve; in most records, active means well fitted curve in the direction sought with a large enough effect; inconclusive means small, poorly fitted or top-dose-only effect, or another doubt; inactive means no such curve, though single readings can be large; an effect the other way counts as inactive or inconclusive. A portion of the library, so the mix of outcomes need not match the whole.
SMILES,TRHR agonist,BLM helicase inh,Anesthetic bind,Pol kappa inh,ALOX12 inh,Pol beta inh,ERG Ets-DNA blk,POLI inh,APEX1 inh
CC(C)OCCCNC(=O)c1ccc(CN2CCc3ccccc3C2)cc1,0.1,1%,-8%,4%,-3%,4%,-2%,9%,-1%
CCNC(=O)N(CC)C[C@H]1N[C@@](C)(C(=O)OC)[C@H]2C(=O)N(C)C(=O)[C@@H]12,x,x,x,25%,u,x,7%,-5%,-5%
O=C(COC(=O)CCC1CCCC1)Nc1ccccc1OC(F)F,-0.5,-6%,u,-13%,0%,-16%,-8%,50%[activator],9%
CN(C)S(=O)(=O)c1ccc2c(c1)C(CC(=O)O)NC2=O (centres undefined),0.0,-2%,-7%,-3%,u,-2%,7%,u,4%
NC(=O)c1ccc(N2CCN(c3ncc(C(F)(F)F)cc3Cl)CC2)cc1,1.2,-9%,3%,3%,1%,-4%,6%,4%,4%
COc1ccc(-c2nnc(Sc3nc4ccccc4o3)c3ccccc23)cc1,-0.7,-11%,-7%,2%[60.1 µM],13%,-8%,x,31%,10%
Cc1cc(C)cc(-n2c(SCC(=O)NCc3ccco3)nc3ccccc3c2=O)c1,-0.9,-6%,-10%,-3%,128%[activator],5%,-3%,10%,-2%
COC(=O)c1cc(C(=O)N2CCN(c3cccc(Cl)c3)CC2)cc([N+](=O)[O-])c1,-1.7,-8%,-22%,8%,-8%,-9%,-3%,3%,-4%
CC(=O)/C(C[N+]1(C)CCCCC1)=N\O,0.0,1%,-5%,-17%,444%[activator],-23%,3%,4%,0%
COC(=O)Cc1[nH]c(=S)[nH]c1C(=O)OC,-0.9,0%,2%,-7%,-2%,3%,-10%,-5%,-1%
O=C(Nc1ccccc1)N(C1=NCCCCS1)c1ccccc1,0.4,-2%,-10%,-2%,0%,-13%,11%,7%,2%
N#C/C(=C/c1ccc(Br)s1)C(=O)NCCc1c[nH]c2ccccc12,-0.5,-11%,-23%,-5%,-28%,-1%,10%,6%,0%
COCCN1Cc2cccc(C(=O)Nc3c(C)cc(C)cc3C)c2C1=O,-0.1,1%,-10%,-15%,0%,-6%,-2%,-1%,-9%
CN(C(=O)c1cccc(NC(=O)Cc2cccc([N+](=O)[O-])c2)c1)C1CCC1,x,x,x,-4%,u,x,12%,37%[activator],1%
COc1ccc(NC(=O)c2ccc3c(=O)n(-c4ccc(OC)cc4OC)c(=S)[nH]c3c2)cc1,0.6,-14%,-19%,-9%,u,11%,-1%,186%[activator],12%
C=CCN1C=C2C(=O)C(C)(OC(=O)C3CCCC3)C(=O)C=C2C=C1c1ccsc1 (centres undefined),-0.4,-6%[12.4 µM],1%,-22%,u,0%,1%,u,-6%[12.4 µM]
Nc1nnc(SCC(=O)OCC(=O)Nc2ccccc2)s1,0.2,0%,-5%,-3%,0%,52%,-10%,-17%,12%
O=C(COC(=O)/C=C/c1ccc(OC(F)F)cc1)Nc1ccc(N2CCOCC2)cc1,-0.9,x,x,-13%,-12%,x,-10%,19%,34%
COc1ccc2sc(C)nc2c1NC(C)=O,0.2,0%,-7%,0%,485%[activator],-2%,-2%,23%,-5%
Cn1ccsc1=NC(=O)c1cc(S(=O)(=O)N2CCOCC2)ccc1F,0.1,x,x,3%,10%,x,-1%,34%[activator],19%
Fc1cccc(F)c1-n1c(CN2CCCCC2)csc1=S,0.2,-9%,5%,-14%,-4%,-2%,9%,2%,-6%
Cc1cccc(NC(=O)Cn2nc(-c3ccccc3)c3cnc4ccccc4c32)c1,0.7,-1%,-6%,0%,u,31%,0%,11%,x
CCN1CCCC1CNC(=O)C(=O)NC(C)c1ccccc1 (centres undefined),1.2,-2%,-7%,-15%,-6%,-8%,4%,53%[activator],6%
C=C[C@H]1[C@H](O[C@@H]2O[C@H](CO)[C@@H](O)[C@H](O)[C@H]2O)OC=C2C(=O)OCC[C@]21O,x,x,x,3%,7%,x,-4%,15%,15%
CCOC(=O)c1ccc(NC(=S)NCCc2ccccc2F)cc1,1.8,-16%,u,-8%,40µM*,3%,14%,111%[activator],-4%
CC(C)CN1CCN(Cc2cn(C)c3ccccc23)CC1CCO (centres undefined),-0.1,2%,-11%,-11%,253%[activator],21%,2%,93%[activator],14%
CCC(CC)c1nnc(NC(=O)c2cccc(S(=O)(=O)N3CCc4ccccc43)c2)s1,0.3,-12%,u,-13%,9%,0%,x,-12%,-9%
Cc1ccc(C)c(Oc2ncnc(N)c2[N+](=O)[O-])c1,0.8,2%,-7%,-6%,0%,30%,-3%,28%,3%
Cc1nn(-c2ccccc2)c2c1N(CC(=O)N1CCN(c3ccccc3F)CC1)C(=O)CS2,-0.5,-4%,-4%,-2%,-4%,3%,12%,-6%,x
COc1ccc(Cn2c(=O)c3[nH]cnc3n(-c3ccccc3C)c2=O)cc1,-0.9,-2%,6%,-3%,u,63%,4%,125%[activator],19%
Cc1ccc(/C=C2/C(=N)N3N=C(CC(=O)N4CCCC4)SC3=NC2=O)o1,0.7,-4%,-7%,-27%,u,2%,0%,u,18%
CN(C(=O)C(Cl)Cl)c1ccc(OC(=O)c2ccco2)cc1,-1.3,-2%,-2%,13%,0%,-1%,-18%,32%[activator],u
CC(NC(=O)Cn1ccsc1=N)C12CC3CC(CC(C3)C1)C2 (centres undefined),2.2,-1%,-22%,-5%,0%,6%,0%,-3%,4%
COc1ccc(OCc2ccc(-c3nc(C#N)c(NCc4ccccc4)o3)o2)cc1,-0.1,-12%,87%[activator],-6%,-11%,-4%,-7%,-6%,x
O=C(C(=O)N1CCN(c2ccc(F)cc2)CC1)c1c[nH]c2ccccc12,0.9,-13%,-18%,-13%,14%,2%,7%,134%[activator],-2%
O=C(c1cccs1)N(Cc1nc2sc3c(c2c(=O)[nH]1)CCCC3)C1CCCC1,-0.7,-1%,-21%,0%,0%,-6%,6%,-15%,12%

# A second format for some results above:
mol: CC(NC(=O)Cn1ccsc1=N)C12CC3CC(CC(C3)C1)C2 (centres undefined)
  TRHR agonist: 2.2
  BLM helicase inh: -1%
  Anesthetic bind: -22%
  Pol kappa inh: -5%
  ALOX12 inh: 0%
  Pol beta inh: 6%
  ERG Ets-DNA blk: 0%
  POLI inh: -3%
  APEX1 inh: 4%

mol: COc1ccc(OCc2ccc(-c3nc(C#N)c(NCc4ccccc4)o3)o2)cc1
  TRHR agonist: -0.1
  BLM helicase inh: -12%
  Anesthetic bind: 87%[activator]
  Pol kappa inh: -6%
  ALOX12 inh: -11%
  Pol beta inh: -4%
  ERG Ets-DNA blk: -7%
  POLI inh: -6%
  APEX1 inh: x

# (list continues)
SMILES,TRHR agonist,BLM helicase inh,Anesthetic bind,Pol kappa inh,ALOX12 inh,Pol beta inh,ERG Ets-DNA blk,POLI inh,APEX1 inh
COc1ccc(OC)c(-c2noc(N3CCN(c4cccc(C(F)(F)F)c4)CC3)n2)c1,3.0,-11%,46%[activator],-4%,-7%,-2%,-1%,3%,x
CN(C)C(CNC(=O)c1ccc(S(=O)(=O)Nc2ccccc2)cc1)c1ccco1 (centres undefined),1.5,x,x,0%,-30%,x,-3%,16%,6%
Nc1c(C(=O)c2ccccc2)sc(Nc2ccc(Cl)c(Cl)c2)c1C(=O)Nc1ccccc1,0.2,-9%,-15%,-2%[60.1 µM],u,-9%,4%,8%,x
CCOC(=O)c1c(C)[nH]c(C)c1S(=O)(=O)N(C)CC(=O)N1CCN(c2cccc(C)c2C)CC1,-0.5,-4%,-10%,0%,u,0%,0%,2%,x
CCCCc1cc(=O)oc2cc(OCC(=O)N3CCOCC3)ccc12,0.1,-4%,-5%,-20%,0%,6%,-6%,8%,12%
COc1ccccc1NS(=O)(=O)c1ccc(C(=O)NCc2ccncc2)cc1,0.0,x,x,6%,19%,x,11%,15%,20%
CCN1C(=O)/C(=C/c2nc3ccccc3c(=O)n2-c2ccccc2)c2ccccc21,0.0,-5%,-7%,3%,10%,-1%,6%,1%,2%
COc1ccc(CC(=O)Nc2nc(-c3ccccc3)c(C(C)=O)s2)cc1OC,0.2,-5%,-12%,-14%,u,23%,-5%,-24%,-24%
COc1cc(OC)c(NC(=O)c2cc(C(C)=O)n3ccccc23)cc1Cl,-0.2,-17%,3%,-2%,-13%,3%,-3%,18%,x
O=[N+]([O-])c1cc(S(=O)(=O)N2CCOCC2)ccc1N1CCCC1,-1.1,-2%,u,4%,-11%,-2%,-6%,22%,5%
COc1ccccc1NC(=O)c1cc(S(=O)(=O)NC2CCCC2)ccc1F,-0.3,-6%,-23%,-12%,-13%,28%,-2%,-12%,-26%
CCOc1ccc(C(=O)c2cn(Cc3ccc(Cl)cc3)c3cc(OC)c(OC)cc3c2=O)cc1,-0.3,-3%,-2%,-4%,-5%,1%,1%,26%,x
CCN1CCN(c2nnc(-c3ccc(C)cc3)c3ccccc23)CC1,-0.8,1%,-4%,-8%,23%,45%,-9%,16%,2%
O=c1cc(CCl)[nH]c2nc3ccccc3n12,-0.4,2%,4%,9%,0%,10%,-8%,15%,1%
O=c1/c(=C/c2cccc3ccccc23)sc2ncnn12,-0.6,0%,-9%,-6%,-9%,7%,2%,6%,2%
Fc1ccc(CSc2ncnc3ccccc23)cc1,-1.5,-1%,u,0%,-11%,-17%,-6%,126%[activator],8%
COc1ccc(CNc2ccc(-c3ccc(OC)cc3)nn2)cc1,-3.0,-4%,-11%,0%,23%,19%,-5%,28%,1%
CCCC(C)NC(=O)Cc1ccccc1 (centres undefined),-0.8,-1%,-8%,10%,7%,u,-14%,3%,3%
COc1cc(CN2CCN(CCc3ccccc3)C(CCO)C2)cc(OC)c1 (centres undefined),-0.4,-2%,-9%,-2%,-7%,19%,6%,175%[activator],7%

# Compound activity from PubChem BioAssay.
